# V-ATPase pH = yeast V-ATPase proton transport regulation by pHLuorin; S. cerevisiae, pHLuorin cytosolic pH fluorescence; response, % at 10 µM; 350,000 compounds, 0.37% hits; in the data active means response mostly above about 7.3%, no sharp cut-off; inactive means mostly below about 5.4%; further: actives read high; inactives centre near 0; some compounds called inactive have numbers as strong as hits; reference of the scale not given here
# CAL PDZ FP-1 = human CAL PDZ-peptide interaction inhibition | AID 504414 | purified CAL PDZ, TMR-peptide fluorescence polarization, 1 h | Q9HD26 | inhibition, % at 20 µM | 330,000 compounds, 0.02% hits;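 active means highest replicate inhibition of at least 40%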;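 further: plate controls were DMSO neutral control wells for no effect and unlabeled competitor peptide control wells for full effect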
#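 System: purified tagged CAL PDZ domain construct (CerCALP). Schedule: 1 h incubation at room temperature before polarization reading. Medium: 25 mM sodium phosphate pH 7.4, 150 mM NaCl, TCEP, IgG, Thesit. Read-out: percent inhibition from loss of millipolarization. Measured by: FP readout, S and P plane fluorescence. Probe or stimulus: fluorescent TMR peptide probe.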
# CDK5 inh = inhibitors of human CDK5/p35 kinase | Q00535+Q15078 | Recombinant CDK5/p35, ADP-Glo luminescence, 60 min | inhibition, % at 10 µM | 330,000 compounds, 0.01% hits | AID 488839;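 active means highest replicate inhibition of at least 50% and at least 75% of replicates reaching 50%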;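 further: plate controls were DMSO neutral control for no effect and GW8510 at 10 µM for full effect; many of its hits are not listed in these tables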
# Tat transport = E. coli Tat transport inhibition; E. coli MC4100 TorA-mCherry Tat export, fluorescence; inhibition, % at 10 µM; 340,000 compounds, 0.036% hits; AID 488895;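 active means mean replicate inhibition at least 50% and at least half of replicates individually reaching 50%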;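 further: exported cargo escapes ClpAP degradation while cytoplasmic cargo is degraded and loses fluorescence; 0% = median of neutral control wells and 100% = median of NaSCN control wells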
# dFosB activator = mouse delta FosB homodimer activation. purified delta FosB, TAMRA-CDK5 oligo fluorescence polarization; percent of positive-control signal above neutral wells. activation, % at 25 µM. 340,000 compounds, 0.99% hits;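 active means mean activation above about 17%, with every replicate also reaching it, limit read from the data, passing the limit was not always enough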;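 further: fluorescence polarization rise as delta FosB binds a TAMRA Cdk5 AP-1 oligo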
# Target sequence (P13346 whole entry, looked up): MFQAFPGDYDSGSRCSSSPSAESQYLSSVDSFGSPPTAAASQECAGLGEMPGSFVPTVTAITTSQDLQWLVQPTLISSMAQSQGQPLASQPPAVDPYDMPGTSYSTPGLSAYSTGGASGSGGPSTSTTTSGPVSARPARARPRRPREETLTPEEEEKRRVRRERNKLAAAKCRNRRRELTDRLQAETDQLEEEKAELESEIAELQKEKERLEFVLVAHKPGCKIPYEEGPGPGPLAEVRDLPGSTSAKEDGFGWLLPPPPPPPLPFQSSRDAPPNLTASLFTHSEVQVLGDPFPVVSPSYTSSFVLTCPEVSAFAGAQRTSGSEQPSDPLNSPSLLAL
# cardiac RTF act = increases calcium sensitivity of human cardiac regulated thin filaments | activation, % at 7.2 µM | 340,000 compounds, 0.24% hits | P19429+P45379 | IANBD-labeled TnC RTF fluorescence at EC20 calcium; 0% EC20 calcium, 100% full calcium;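 active means activation above the mean over all tested compounds plus 3 SD, cut at about 30% in these data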;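 further: rise in fluorescence read as greater calcium sensitivity of cardiac thin filaments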
# MITF act = activators of MITF-driven TRPM1 promoter activity in SK-MEL-5 cells | activation, % at 12.5 µM | 300,000 compounds, 0.75% hits | SK-MEL-5 TRPM1-promoter luciferase, 24 h; % of positive control, neutral wells = 0;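 active means mean activation of at least 80% with every replicate also reaching 80%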;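 further: 0% = neutral control wells and 100% = parthenolide positive control wells; values of inactives mirror those of a sister screen read the other way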
# CAL PDZ FP-2 = blocks peptide binding to the human CAL PDZ domain. purified CAL PDZ, TMR-peptide fluorescence polarization, 1 h. AID 602252. 300,000 compounds, 0.92% hits. inhibition, % at 24.9 µM. Q9HD26;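 active means mean inhibition of at least 30% with at least half of replicates also reaching 30%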;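 further: 0% = DMSO neutral control and 100% = excess unlabeled competitor peptide PRC23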
# Wnt act = activators of Wnt/beta-catenin signaling. activation, % at 9.35 µM. Wnt/beta-catenin reporter cell assay, activator, plate reader. 300,000 compounds, 1.2% hits; in the data active means activation above about 30%, passing the limit was not always enough;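 further: 0% = neutral control wells and 100% = positive control wells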
# Rtt109 Vps75 = C. albicans Rtt109 histone acetyltransferase inhibition. Q5AAJ8. purified Rtt109/Vps75, ThioGlo CoA-SH fluorescence, 4 h. inhibition, % at 34.9 µM. 330,000 compounds, 0.16% hits. AID 540336;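 active means inhibition of at least 50% in every replicate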
# Target sequence (Q5AAJ8 whole entry, looked up): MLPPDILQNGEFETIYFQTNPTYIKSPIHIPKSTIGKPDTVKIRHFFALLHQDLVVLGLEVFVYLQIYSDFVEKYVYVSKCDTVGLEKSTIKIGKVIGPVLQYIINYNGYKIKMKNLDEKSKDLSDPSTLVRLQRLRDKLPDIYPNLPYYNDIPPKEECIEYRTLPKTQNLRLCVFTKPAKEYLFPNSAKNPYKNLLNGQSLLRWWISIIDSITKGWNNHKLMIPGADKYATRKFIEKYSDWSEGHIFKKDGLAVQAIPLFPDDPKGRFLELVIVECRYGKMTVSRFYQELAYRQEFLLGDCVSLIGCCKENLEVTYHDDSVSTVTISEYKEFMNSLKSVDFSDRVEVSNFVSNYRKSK
# * marks the source's active call; other numbers are inactive results; / = not tested or not shown.
SMILES,V-ATPase pH,CAL PDZ FP-1,CDK5 inh,Tat transport,dFosB activator,cardiac RTF act,MITF act,CAL PDZ FP-2,Wnt act,Rtt109 Vps75
CO/N=C/C(C(C)=O)C(=O)Nc1ccc(Cl)cc1Cl (configuration not stated),-2,-1.0,-1.1,-12,-1,1,10,-4,1,3
CC1=CC(=C(C#N)C#N)C=C(C)N1CCC(C)C,-1,-1.6,0.5,-4,-12,7,4,-3,-1,16
CCN(CC)C(=O)C1CCCN(C(=O)Nc2ccc3nsnc3c2)C1 (configuration not stated),1,/,1.4,-4,-10,-1,4,-23,/,-44
CC(=O)Nc1ccc(NCC(=O)c2ccccc2)cc1,4,-1.0,2.8,-4,0,-8,-2,50*,8,11
COc1cccc(NC(=O)c2ccc(NC(=O)C(C)(C)C)cc2)c1,1,-0.8,0.5,-13,-1,10,72,-6,13,2
Cc1noc(C)c1C(=O)OCC(=O)NC(c1ccccc1)c1ccccc1,3,/,1.1,4,6,-8,4,-5,3,3
Cc1ccc(S(=O)(=O)n2c(N)nc3ccccc32)cc1,7,-4.4,0.0,0,-10,8,-7,5,-1,0
O=C1NC(=Nc2ccc(Cl)cc2)/C(=C/c2ccco2)S1,0,-3.9,0.2,0,7,4,1,-1,10,6
Cc1ccc(S(=O)(=O)N2CCN(C(=O)CN(Cc3ccco3)Cc3cccs3)CC2)cc1,1,-1.0,0.5,-3,-2,-7,-2,/,-1,11
Cc1onc(-c2ccc(Cl)cc2Cl)c1-c1csc(N/N=C/c2ccccc2Cl)n1,1,-0.6,2.1,-8,0,7,14,/,-3,7
CCOc1cccc(C(=O)N(Cc2ccc(F)cc2)C2CCS(=O)(=O)C2)c1 (configuration not stated),2,-1.3,-2.6,-1,-4,-1,-1,1,-1,-2
Fc1cccc(Cl)c1Cn1nnc2c(N3CCC4(CC3)OCCO4)ncnc21,-4,-1.7,0.2,-2,-12,-1,-8,-2,-2,-1
C=CCOc1c(Br)cc(CNn2cn[nH]c2=S)cc1OC,-1,-0.5,-0.1,-1,-1,0,0,/,-3,0
COCC(=O)N1CCC(Oc2ccc(C(=O)N3CCCCCC3)cc2)CC1,0,-1.4,0.1,-4,4,2,10,1,0,-4
O=C(NCc1cccnc1)c1ccc(Br)s1,-4,-3.5,0.9,-3,-9,-2,3,/,1,4
COC(=O)c1ccccc1NC(=O)C(C)Oc1ccccc1 (configuration not stated),-1,0.1,-0.5,5,-2,4,0,-1,-4,3
O=C1NC(=O)/C(=C\c2ccc(Oc3ccc([N+](=O)[O-])cn3)cc2)S1,-2,-0.6,0.3,0,-3,4,-4,-3,5,-2
Cc1cccc(OCC(=O)NCCNC(=O)c2cnccn2)c1,-2,-0.8,2.5,4,-8,4,-9,/,21,4
Cc1ccc(-n2cccc2C(=O)NS(=O)(=O)c2ccc(C)cc2)cc1,-7,-1.2,-0.3,-7,-5,-3,-1,-5,22,22
CCS(=O)(=O)c1ccc(O)c(NC(=O)COc2ccc(Br)cc2)c1,2,-1.1,0.3,0,-10,2,20,5,-14,20

# Four compounds out of the list above, sorted by their value in cardiac RTF act, lowest first.
SMILES,V-ATPase pH,CAL PDZ FP-1,CDK5 inh,Tat transport,dFosB activator,cardiac RTF act,MITF act,CAL PDZ FP-2,Wnt act,Rtt109 Vps75
Cc1ccc(-n2cccc2C(=O)NS(=O)(=O)c2ccc(C)cc2)cc1,-7,-1.2,-0.3,-7,-5,-3,-1,-5,22,22
Fc1cccc(Cl)c1Cn1nnc2c(N3CCC4(CC3)OCCO4)ncnc21,-4,-1.7,0.2,-2,-12,-1,-8,-2,-2,-1
O=C1NC(=Nc2ccc(Cl)cc2)/C(=C/c2ccco2)S1,0,-3.9,0.2,0,7,4,1,-1,10,6
CC1=CC(=C(C#N)C#N)C=C(C)N1CCC(C)C,-1,-1.6,0.5,-4,-12,7,4,-3,-1,16

# Further compounds follow:
SMILES,V-ATPase pH,CAL PDZ FP-1,CDK5 inh,Tat transport,dFosB activator,cardiac RTF act,MITF act,CAL PDZ FP-2,Wnt act,Rtt109 Vps75
O=[N+]([O-])c1ccc(N=Cc2sc3ccccc3c2O)cc1,-4,-1.2,1.8,20,2,-4,-5,-4,/,6
O=C(CCCCl)Oc1ccc2cc(-c3ccc4ccccc4n3)c(=O)oc2c1,9,-1.6,-0.2,-3,-3,2,36,-3,9,-20
Cc1ccc(CNC(=O)CC2C(=O)Nc3c2c(=O)n(C)c(=O)n3Cc2ccccc2)cc1 (configuration not stated),0,/,-0.5,-3,0,-2,-6,-6,/,-2
O=C(NCc1ccco1)C1CCN(Cc2ccc(F)cc2)CC1,5,-0.5,-1.0,3,-6,-1,3,1,-6,5
COCc1nnc(NC(=O)CS(=O)(=O)Cc2ccccc2)s1,1,0.0,-0.6,-6,-2,5,-14,-4,/,-3
Cc1ccc(S(=O)(=O)c2ccc(Cl)cc2)cc1S(=O)(=O)N1CCN(C)CC1,-4,-0.9,-0.4,4,5,-4,-13,-3,-2,-5
Fc1ccccc1-c1nc(NCCCN2CCOCC2)c2ccccc2n1,4,-0.4,-1.3,3,-7,-5,5,-5,-2,5
COc1cccc(COC(=O)c2c(C)nn(-c3ccccc3)c2Cl)c1OC,6,-1.2,2.5,11,-16,4,11,7,-1,-12
CCc1cc(=O)oc2cc(OCC(=O)NCC3CCC(C(=O)O)CC3)ccc12 (configuration not stated),1,0.0,0.6,-1,-10,4,2,-5,-1,14
COc1ccc(CC(=O)Nc2ccc(S(=O)(=O)N3CCC(C)CC3)cc2)c(OC)c1,0,-0.4,-1.4,2,-8,-5,-9,-1,0,6
O=C(CCSc1ccc(F)cc1)NNC(=O)c1ccc([N+](=O)[O-])cc1,1,0.2,-1.0,-5,7,-1,-10,-4,-1,-1
NCC(=O)CCC(=O)O,-1,-0.1,-1.1,-7,1,0,-8,-3,3,-3
O=C(NCC(=O)N1CCC2(CC1)NCCc1[nH]cnc12)c1ccccc1F,4,-2.4,1.8,-3,-1,3,4,-1,-2,-2
CC(=O)c1c(C)[n+]([O-])c2ccc3c(non3O)c12,1,0.3,0.1,-3,-3,-3,-8,-2,-1,4
CCN1CCCC1CN(Cc1cc2ccc(C)cc2[nH]c1=O)C(=S)Nc1ccccc1C(=O)OC (configuration not stated),0,-0.2,1.0,-7,0,-2,1,-3,-1,7
CS(=O)(=O)N1CCC(C(=O)NCc2ccc(Cl)cc2Cl)CC1,-1,0.3,0.0,-5,-6,1,3,-3,-1,-2
COc1ccccc1Oc1ccccc1[N+](=O)[O-],1,-0.5,-0.5,-1,-6,1,0,-6,1,5
CC1=C(C(=O)Nc2ccccc2)C(c2ccc(O)cc2)N2C(=O)CSC2=N1 (configuration not stated),-6,-0.2,-0.4,-7,-9,-9,-10,-3,-3,0
C1=CC2CCC1ON2c1ccccc1 (configuration not stated),5,-2.2,-1.6,-4,4,1,0,2,1,-5
Cc1noc(NS(=O)(=O)c2ccc(N)cc2)c1C,-1,0.0,-4.0,-2,-5,7,2,-6,4,0
COc1ccc(CCNC(=O)COC(=O)c2cccs2)cc1,5,-1.3,0.8,-1,-3,-6,-4,-1,8,-4
CCCCC(=O)Nc1c2c(nn1-c1ccc([N+](=O)[O-])cc1)CS(=O)(=O)C2,0,0.2,1.2,4,7,1,-8,1,0,-2
COc1ccc(CCNC(=O)c2nonc2N)cc1OC,2,3.1,-5.1,9,3,12,3,2,-1,-3
NC(=O)CC(NC(=O)Cc1ccc(Cl)cc1)c1ccc(NC2CCCCC2)c([N+](=O)[O-])c1 (configuration not stated),1,-3.5,-1.4,0,-5,1,12,7,10,7
Cc1c(/C=N\NC(=O)c2cccc(F)c2)cnn1C,3,-2.1,0.6,2,3,-1,9,-4,2,5
CCCN1CNc2c(c(=O)[nH]c(=S)n2-c2ccccc2Cl)C1,-4,2.6,-0.6,-8,-2,-5,4,-7,2,-2
Cn1c(=O)c2c(nc(N3CCN(C(=O)c4ccco4)CC3)n2CCSc2ncccn2)n(C)c1=O,1,-0.6,2.1,-6,-6,-6,2,2,-2,1
Cc1onc(-c2ccccc2)c1C(=O)N1CCN(CCc2ccccc2)CC1,-2,-1.4,1.6,15,-7,1,-4,4,/,-2
CCCC[C@@H]1CNC(=O)C(=O)N1CCCc1cc(OC)c(OC)c(OC)c1,-1,-0.9,-3.1,-7,0,1,-11,2,0,7
Cc1cc(NC(=O)c2cc(-c3ccco3)on2)nn1Cc1ccc(Cl)cc1,-6,0.0,-2.5,-7,10,-3,4,-3,/,1
N#Cc1c(N2CCN(c3ccc(F)cc3)CC2)nc(N)c2c(N)nc3c(c12)CC(=O)N3C1CC1,-1,-1.1,-0.4,-1,-14,-3,2,-1,-3,-8
COc1ccc(N(C)C(=O)c2ccc3c(c2)nnn3C)cc1,6,-0.5,1.4,-11,-1,-3,1,1,0,-2
COc1ccc2[nH]c3c(NCCCN4CCCC4=O)ncnc3c2c1,0,4.6,-2.5,23,-6,3,13,/,16,-2
Cc1cc(NC(=O)c2cc(-c3ccco3)on2)n(-c2ccccc2)n1,2,0.6,1.1,-8,-1,2,-4,-7,/,-3
O=C(Nc1ccc(F)cc1F)C1(c2cccs2)CCOCC1,3,-2.7,-1.9,-11,-8,0,-2,-6,-1,4
COC(=O)c1sc(NC(C)=O)c(C(=O)OC)c1C,0,0.5,-2.6,5,-1,2,9,-3,-1,4
CCc1nn(CCCC(=O)Nc2ccc(C)c(C)c2)c(=O)c2cc3occc3n12,0,-1.1,1.3,4,-5,4,9,/,-1,-11
CC(C)(C)OC(=O)N1CCC2(CC1)Oc1ccc(F)cc1C(=O)C21CC(c2cccnc2)=NO1 (configuration not stated),1,-0.5,1.8,6,-6,-3,-3,-3,-4,6
CCOC(=O)N1CCN(C(=O)C2CCC(=O)N(Cc3ccc(Cl)cc3)C2)CC1 (configuration not stated),1,-0.4,0.8,2,5,2,-2,-4,-1,-5
COc1cc(NCCCC(C)N)c2ncccc2c1 (configuration not stated),1,/,-0.6,-24,4,12,-7,-4,/,0
C=CC[C@@H](CC(=O)N[C@H](CO)Cc1ccccc1)C(=O)N[C@@H](COC(=O)[C@H](CC=C)CC(=O)OC(C)(C)C)Cc1ccccc1,3,-0.9,-1.0,14,11,0,-1,0,-6,0
Cc1ccc(-n2ncc3c(NCc4ccccn4)ncnc32)c(C)c1,-2,/,-2.2,3,-10,10,18,-5,/,-6
C=CCn1c(SCC(=O)NC2(C)CCS(=O)(=O)C2)nc2ccccc21 (configuration not stated),0,0.1,0.3,1,-8,7,2,-8,1,-7
COc1ccc(OCc2cc(C(=O)NC(C)Cc3ccccn3)no2)c(Cl)c1 (configuration not stated),1,-2.7,-1.7,2,-4,0,10,-4,6,-1
CCCN=C(N)/C(C(=O)OCC)=C(\O)c1ccc(OC)cc1,-1,-2.3,-0.7,13,-8,-2,6,-2,/,-6
CC(C)(C)NC(=O)NC(=O)CN1CCN(c2ccccc2)CC1,4,0.0,-1.0,1,0,0,4,-3,5,-2
COc1ccc(C(=O)NCC(=O)N/N=C/c2ccc(C)o2)cc1OC,-2,-2.3,-1.6,5,-1,-1,2,-2,0,-9
O=C(C1CCCO1)N1CCN(C(=S)Nc2cccc(Cl)c2)CC1 (configuration not stated),0,-0.2,0.0,-3,-6,-3,1,-2,/,1
